FEN1 inh: inhibitors of human flap endonuclease 1. P39748. Recombinant FEN1 flap cleavage, fluorescence, 15 min. Potency, µM (doses to about 114 µM), for inactives: top-dose activity change, negative = inhibition, hits mostly inhibitors. 390,000 compounds, 0.35% hits. AID 588795; note: nearly all actives have a fitted effect of over 65% in size
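Steps: FEN1 (10 nM) dispensed; compound added by pin tool; 15 min at room temperature; substrate added to 50 nM final; reads at 0 min and 15 min; data normalized and fitted (four-parameter Hill).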
GCN5L2 inh: inhibitors of human GCN5L2 histone acetyltransferase | Q92830 | GCN5L2 HAT assay, ThioGlo1 CoA-SH fluorescence | Potency, µM (titrated, usually from 58.9 µM), without a hit: at the top dose activity change, negative = inhibition, actives largely listed as inhibitors | 390,000 compounds, 0.21% hits | AID 504327
Target sequence (Q92830 whole entry, looked up): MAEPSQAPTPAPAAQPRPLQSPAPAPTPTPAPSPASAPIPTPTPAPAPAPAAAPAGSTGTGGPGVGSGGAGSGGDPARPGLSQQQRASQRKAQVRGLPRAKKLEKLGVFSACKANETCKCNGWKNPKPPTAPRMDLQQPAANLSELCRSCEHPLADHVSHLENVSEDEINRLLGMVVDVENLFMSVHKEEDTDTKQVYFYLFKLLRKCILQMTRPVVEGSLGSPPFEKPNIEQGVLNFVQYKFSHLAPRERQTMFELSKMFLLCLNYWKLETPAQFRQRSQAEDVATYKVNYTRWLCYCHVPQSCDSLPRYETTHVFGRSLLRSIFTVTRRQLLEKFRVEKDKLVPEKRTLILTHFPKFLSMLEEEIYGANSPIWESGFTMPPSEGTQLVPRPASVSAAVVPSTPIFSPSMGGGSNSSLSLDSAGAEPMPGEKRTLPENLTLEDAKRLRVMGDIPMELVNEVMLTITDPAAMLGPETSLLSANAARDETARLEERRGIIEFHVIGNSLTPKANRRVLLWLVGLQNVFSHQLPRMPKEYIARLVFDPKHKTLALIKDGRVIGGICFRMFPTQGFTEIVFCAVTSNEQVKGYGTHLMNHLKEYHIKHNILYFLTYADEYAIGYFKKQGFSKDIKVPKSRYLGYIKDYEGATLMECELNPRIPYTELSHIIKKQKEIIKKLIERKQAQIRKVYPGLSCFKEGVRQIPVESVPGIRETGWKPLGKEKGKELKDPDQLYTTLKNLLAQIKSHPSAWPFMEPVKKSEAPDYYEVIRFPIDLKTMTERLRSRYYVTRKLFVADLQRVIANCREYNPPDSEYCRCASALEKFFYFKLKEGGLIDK
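Enzyme at 20nM final was mixed with library compounds for 15 min at room temperature. Peptide H3(1-25) at 75uM, acetyl-CoA at 70uM and ThioGlo1 at 50uM were then added. Plates were read immediately and after 20 min (Ex340nm/Em540nm).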
DT40 TDP1 CPT: growth inhibition of DT40 Tdp1-/-;hTDP1 cells with camptothecin (screen for TDP1 inhibitors) | chicken DT40 Tdp1-/-;hTDP1 cells + 20 nM CPT, ATP luminescence, 48 h | 420,000 compounds, 12% hits | Potency, µM (titrated, usually from 46.2 µM), without a hit: at the highest dose activity change, negative = growth inhibition, actives largely listed as inhibitors; note: nearly all actives have a fitted effect of over 55% in size
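Chicken DT40 Tdp1-/- cells stably complemented with human TDP1 were seeded at 400 cells/well in medium containing 20 nM camptothecin, exposed to pin-transferred compounds, and grown at 37 °C for at least 48 hr. Viability was read as ATP luminescence.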
* = called active by the depositor; ? = inconclusive; / = not tested or not shown; & = joins results of further samples. Calls come from the whole dose curve; as a rule, active = well fitted curve in the direction sought with a large enough effect; inconclusive = small, poorly fitted or top-dose-only effect, or another doubt; inactive = no such curve, though single readings can be large; an effect the other way counts as inactive or inconclusive. % is set by controls: 0 for no effect and ±100 for the full control effect; potency is the fitted concentration of half-maximal effect. An excerpt; count on the stated rates, not on these rows.

Every second line gives: FEN1 inh, GCN5L2 inh, DT40 TDP1 CPT
- Cc1ccc(C(=O)N2[C@@H]3CN(C)C(=O)[C@@]2(C)[C@H]2C(=O)N(C)C(=O)[C@@H]32)cc1
 : 22%, /, 1%
- C/C(=N\NC(N)=O)c1cc(Cl)cc(Cl)c1O
 : 0%, -1%, -11%
- C=CCOC(=O)C1C(=O)CC(C)(O)C(C(=O)OCC=C)C1c1ccc(N(C)C)cc1 (configuration not stated)
 : -2%, -1%, -11%
- COc1ccc(OC)c(-c2nnc3n2N=C(c2ccc(OC)c(OC)c2)CS3)c1
 : 5%, -3%&-2%, /
- CCNc1nc(NCC)n2c(SCC(=O)Nc3ccc(NC(C)=O)cc3)nnc2n1
 : 1%, 4%, -14%
- Cc1ccc(/C=C/c2nc3ccccc3n2S(=O)(=O)c2ccc(Br)cc2)cc1
 : 11%, -6%, ?
- CC1=C(C(=O)Nc2ccc(C)cc2C)C(c2cccs2)n2nc(SCc3ccccc3Cl)nc2N1 (configuration not stated)
 : -1%, 4%, 10µM*
- CCOc1ccc(C2C(=O)N(C3CCCCC3)CC(=O)N2C2CCCC2)cc1OC (configuration not stated)
 : -9%, -7%, ?
- Cc1cccc(NC(=O)CNC(=O)c2cc(C3CC3)nn2-c2ccccc2)c1C
 : -8%, -7%, -24%
- Cc1csc2nc(-c3cccc(NC(=O)c4ccccc4Cl)c3)cn12
 : -4%, -10%, 18µM*
- c1ccc2ccccc2c1
 : 22%, -1%&3%, 15%&-1%
- CC1CCCCN1S(=O)(=O)Cc1ccccc1Cl (configuration not stated)
 : 17%, -1%, 18%
- O=C(OCCN1CCOCC1)c1cccs1
 : -7%, -8%, 16%
- O=[N+]([O-])c1cccc(/C([O-])=C(/C(=S)Nc2ccccc2)[n+]2ccccc2)c1
 : 9%, -1%, -26%
- O=C(COC(=O)c1ccc(S(=O)(=O)N2CCCCCC2)cc1)NCc1ccc(F)cc1
 : -3%, 1%, -10%
- O=C1c2nc3ccccn3c2C(=O)N1Cc1ccccc1
 : 14%, -1%, -23%
- CO/N=C/CC(=O)Nc1ccc(F)cc1F
 : -14%, 16%, 10%
- O=C(/C=C/c1ccc(F)cc1)NC(=S)N1CCCCC1c1cccnc1 (configuration not stated)
 : 5%, 2%, -3%
- CN(C)c1ccc(CNCCC(Cc2ccccc2)c2ccco2)cc1 (configuration not stated)
 : 8%, -16%, 9.2µM*
- Cc1cc(C)c2c(=O)n(CC(=O)Nc3ccc(Br)c(C)c3)sc2n1
 : ?, ?, 8.2µM*
- COc1ccc(-c2nc(CN(CC3CCC(=O)N3)C(C)C)c(C)o2)c(C)c1C (configuration not stated)
 : 2%, 4%, ?
- O=c1c2c(-c3ccc([N+](=O)[O-])cc3)csc2nc2n1CCCCC2
 : 0%, 13%, -26%
- CCCCN(C(=O)C1=NN(c2cc(C)ccc2C)C(=O)CC1)c1c(N)n(CCC)c(=O)[nH]c1=O
 : -7%, 2%, -6%
- O=C(Nc1ncc(Cc2cccc(Cl)c2)s1)C1=NCCN1
 : 2%, 2%, 16µM*
- CCOC(=O)N1CCN(C(=O)c2c[nH]c3ccc(S(=O)(=O)N(C)c4ccc(F)cc4)cc3c2=O)CC1
 : 1%, 1%, 0%
- CC(C)(C)N(Cc1ccccc1)C(=O)CN1C(=O)c2ccccc2S1(=O)=O
 : 0%, -4%, ?
- O=C(NCC1CC1)Nc1cccc(C(F)(F)F)c1
 : -4%, -14%, -14%
- CCOC(=O)c1c(-c2ccccc2)oc2ccc(N(C(C)=O)S(=O)(=O)c3cc(C)ccc3C)cc12
 : -21%, 1%, /
- O=C(Nc1ccc(Br)cc1)C1CC(c2c(F)cccc2Cl)=NO1 (configuration not stated)
 : -19%, 0%, -22%
- Cc1cn(C2CCCCO2)c(=O)[nH]c1=O (configuration not stated)
 : -2%, /, 8%
- COc1ccc(N(CC(=O)Nc2ccccc2F)S(=O)(=O)c2ccc(OC)c(OC)c2)cc1
 : 11%, -4%, ?
- Cc1ccc(C(=O)CSc2nnc(-c3c[nH]c4ccccc34)o2)cc1
 : 0%, 2%, -28%
- O=C(c1cc([N+](=O)[O-])ccc1N1CCOCC1)N1CCN(S(=O)(=O)c2cc(Cl)ccc2Cl)CC1
 : -3%, 1%, ?
- CCOC(=O)NCc1ccc(S(=O)(=O)Nc2c(C)cccc2C)cc1
 : -16%, -10%, -21%
- COc1ccc(S(=O)(=O)Nc2cc3c4c(c2)CCN4C(=O)CC3)cc1
 : -6%, -4%, -18%
- O=C(NC1CCN(C(=O)Nc2ccccc2Cl)CC1)c1cccc(F)c1
 : 3%, 0%, ?
- COc1ccc(C=NNC(=S)NC23CC4CC(CC(C4)C2)C3)cc1OC
 : -9%, /, ?
- O=C(NCc1ccc2c(c1)OCO2)C1CC(=O)N(c2ccc(O)cc2)C1 (configuration not stated)
 : 8%, 1%, -9%
- O=C(NCc1ccco1)c1ccc(S(=O)(=O)c2cccc(S(=O)(=O)N3CCOCC3)c2)cc1
 : -4%, 3%, -18%
- O/N=C/c1cc(Br)ccc1OCc1ccc(F)cc1
 : -23%, /, ?
- Cc1ccc2cc3cc(C(=O)NC4CC4)oc3nc2c1
 : -11%, -1%, -11%
- O=C(NNc1ccc([N+](=O)[O-])cn1)Nc1ccc(N=Nc2ccccc2)cc1
 : -2%, /, ?
- N#Cc1ccc(C(=O)NC(=S)NC2CCCCC2)cc1
 : -3%, -8%, -13%
- COc1ccc(-c2ccc(-c3cc(=O)oc4cc(OC)c(OC)c(OC)c34)cc2)cc1OC
 : -20%, -14%&1%, 18µM*
- CCOc1cc(CNc2ccccc2)cc(Br)c1OCc1ccccc1F
 : -5%, -2%, ?
- CC1CCc2c(sc(NC(=O)c3ccc(Cn4cc([N+](=O)[O-])cn4)o3)c2C#N)C1 (configuration not stated)
 : ?, -25%, -4%
- CCOc1cc(C(=S)N2CCCC2)ccc1OC
 : 6%, -26%, 13%
- CC(C)C(=O)Nc1cc2c(cc1C(=O)c1ccccc1)OCCO2
 : 1%, -6%, ?
- Cc1c(CCC(=O)NCCc2ccc(Cl)cc2)c(=O)oc2c(C)c(O)ccc12
 : 6%, -10%, ?
- CCOC(=O)C1=C(C)NC(C)=C(C(=O)OCC)C1C(=O)OCC(=O)NCCc1ccccc1
 : -4%, -1%, ?
- CCN(CC)C(=O)C1CCCN(Cc2ccc(F)c(F)c2)C1 (configuration not stated)
 : 10%, -4%, -16%
- CCOC(=O)c1sc2cc([N+](=O)[O-])cc(SCCO)c2c1N
 : -1%, -1%, 9%
- CCOc1ccc(NC(=O)CSc2nnc(-c3ccc(OCC)cc3)o2)cc1
 : 21%, -8%, -17%
- CCN(CC)CCN(C(=O)c1ccc(S(=O)(=O)N2CCCCC2)cc1)c1nc2cc3c(cc2s1)OCO3
 : -15%, -5%, ?
- NC(=O)[C@@H]1CCCCNc2c(F)cc([N+](=O)[O-])cc2C(=O)N[C@@H](CC(=O)O)C(=O)NCC(=O)N1
 : 18%, -5%, -1%
- CCOC(=O)c1c(NC(=O)Cn2cnc([N+](=O)[O-])n2)sc2c1CCCC2
 : -9%, -21%, -15%
- CCCC[C@@H]1CNCCN1CCc1cccc2ccccc12
 : 4%, -1%, 23µM*
- O=C(CN1CCCCC1)Nc1ccccc1
 : -5%, 1%, -11%
- O=C1CSC(=O)N1CC(O)COc1ccc(Cl)cc1 (configuration not stated)
 : -3%, 0%, 13%
- Cc1nnc(NCc2ccco2)c2ccccc12
 : 0%, -2%, -17%

The list continues:
Every second line gives: FEN1 inh, GCN5L2 inh, DT40 TDP1 CPT
- O=C(CCC1CCCC1)N1CCN(S(=O)(=O)Cc2ccccc2)CC1
 : 1%, 1%, -32%
- CCO[C@H]1OC(C(=O)NCc2nc3ccccc3[nH]2)=C[C@@H](c2cn(C(C)=O)c3ccccc23)[C@@H]1CCCO
 : 12%, /, ?
- Cc1cc(NC(=O)C(C)SCC(=O)OCC(=O)Nc2c(C)cccc2C(C)C)no1 (configuration not stated)
 : 1%, -1%, 0%
- COc1ccc(OCCCC(=O)Oc2ccc(OC)cc2)cc1
 : 7%, -10%, -10%
- Cc1ccc2c(c1)S(=O)(=O)N(C)C(c1ccccc1)=C2
 : -12%, /, 18µM*
- O=C(CCCCCNC(=O)c1ccccc1)C[N+](=O)[O-]
 : 9%, -9%, -2%
- COCCNS(=O)(=O)c1ccc(-c2ccc(C)cc2)cc1
 : 13%, ?, ?
- CCOC(=O)c1c(C)[nH]c(CCC(=O)Nc2ccc(OC)c(OC)c2)c1C
 : -2%, -5%, ?
- CCN1CCCC1CN(Cc1cc2ccc(C)c(C)c2[nH]c1=O)C(=O)Nc1ccccc1OC (configuration not stated)
 : 12%, 5%, 18µM*
- O=C(O)COc1ccc(S(=O)(=O)c2ccc(OCC(=O)O)cc2)cc1
 : -8%, 3%, -10%
- O=c1oc2ccccc2c2c1C(c1ccc(Cl)cc1)Nc1ccc3ccccc3c1-2 (configuration not stated)
 : -2%, 6%, ?
- Cc1ccc(NC(=O)c2ccc(-c3nn(C)c(=O)c4ccccc34)cc2)cc1
 : -8%, 0%, 21µM*
- CCC1CN(C(=O)N2CCC(C(=O)NCCC3=CCCCC3)CC2)c2ccccc2O1 (configuration not stated)
 : 5%, -5%, 16µM*
- CCN(CC)S(=O)(=O)c1ccc(OC)c(NC(=O)COc2ccc3c(C)cc(=O)oc3c2)c1
 : -4%, 6%, -1%
- CCC1CCCCN1S(=O)(=O)c1ccc(S(=O)(=O)N(Cc2cccs2)C2CC2)cc1 (configuration not stated)
 : 2%, -10%, 18µM*
- COc1cc(/C=N/NC(=O)C2CCN(CC(O)COCc3ccccc3)CC2)ccc1O (configuration not stated)
 : -11%, -8%, 6%
- CCNC(=O)[C@H]1O[C@H](n2cnc3c(N)nc(NCCc4ccc(CCC(=O)O)cc4)nc32)[C@@H](O)[C@@H]1O
 : /, -11%, 0%
- CN1CCN(NC(=O)Nc2ccc(Br)cc2)CC1
 : 18%, -1%, -5%
- Cc1nc2ncnn2c(N2CCN(C(c3ccccc3)c3ccccc3)CC2)c1C
 : -22%, /, 21µM*
- CCOc1ccc(N(CC(=O)Nc2ccc(CC)cc2)S(=O)(=O)c2c(C)[nH]c(=O)[nH]c2=O)cc1
 : -20%, -7%, 6%
- COc1cc2c(cc1NC(=O)C(C)OC(=O)/C=C/c1ccc(OC(F)F)cc1)oc1ccccc12 (configuration not stated)
 : ?, -7%, 18%
- CCCCNC(=S)NNC(=O)c1cc(-c2ccncc2)nc2ccccc12
 : 10%, -6%, -16%
- CCOC(=O)c1cnc2ccc(C(=O)OC)cc2c1Nc1ccc(N2CCOCC2)cc1
 : -1%, 2%, 10µM*
- Cc1ccc(NC(=O)c2ccsc2)cc1NS(C)(=O)=O
 : -4%, 29%, 22%
- O=C(CCN1C(=O)c2ccccc2S1(=O)=O)Nc1cccc(F)c1
 : -2%, -2%, 0%
- O=C(O)CCSc1ncnc2sc(-c3ccccc3)cc12
 : -12%, -10%, -19%
- Cc1cc(C)cc(NC(=O)Cn2c(=O)n(-c3cc(C)cc(C)c3)c(=O)c3oc4ccccc4c32)c1
 : -8%, 2%, ?
- O=c1c(-c2ccccc2)nc2cnc(Nc3ccccc3)nc2n1C[C@H]1CCCO1
 : /, -5%, -20%
- CCOc1cc(N2CCOCC2)c(OCC)cc1NC(=O)C(C)(C)C
 : 0%, -3%, -25%
- C=CCNC(=O)Nc1ccc(Cl)cn1
 : 3%, -6%, -18%
- CCCCNC(=O)Cn1c(SCc2cccc(Cl)c2)nc2ccncc21
 : -5%, /, ?
- N#C/C(=C\c1cccn1-c1ccccc1)C(=O)NC1CCCCC1
 : -9%, -16%, ?
- Cc1ccc(N2C(=O)CC(N3CCSCC3)C2=O)c(C)c1 (configuration not stated)
 : -4%, -2%, 6%
- CC(C)CN1CCC(=O)N(CCN=[N+]=[N-])CC1
 : -1%&4%, -1%, ?
- CCOc1ccc2oc(C(=O)N(CC)CC(=O)Nc3ccc(NC(C)=O)cc3)c(C)c2c1
 : -16%, -1%, 1%
- CCCC(=O)Nc1ccc(C=C(C(C)=O)C(C)=O)cc1
 : -5%, -13%, ?
- CCCCNC(=O)N(C)c1nncnc1C(=O)NC
 : 1%, -1%, -2%

Entries of single compounds, quoted from the list:
CCCCNC(=O)N(C)c1nncnc1C(=O)NC across the screens: FEN1 inh: 1%; GCN5L2 inh: -1%; DT40 TDP1 CPT: -2%
CCCCNC(=O)Cn1c(SCc2cccc(Cl)c2)nc2ccncc21 across the screens: FEN1 inh: -5%; GCN5L2 inh: /; DT40 TDP1 CPT: ?
Cc1ccc(N2C(=O)CC(N3CCSCC3)C2=O)c(C)c1 (configuration not stated) across the screens: FEN1 inh: -4%; GCN5L2 inh: -2%; DT40 TDP1 CPT: 6%

Compound activity (PubChem BioAssay)
